# D3 ag: D3 dopamine receptor (human) agonism; P35462; D3R DiscoveRx beta-arrestin cells, luminescence, 90 min; max activation, %; 0.58% of 410,000 active; in the data active means max activation above about 30%; further: 0% is about no effect; mostly tested at two doses, the higher about 12 µM
# Target sequence (P35462 whole entry, looked up): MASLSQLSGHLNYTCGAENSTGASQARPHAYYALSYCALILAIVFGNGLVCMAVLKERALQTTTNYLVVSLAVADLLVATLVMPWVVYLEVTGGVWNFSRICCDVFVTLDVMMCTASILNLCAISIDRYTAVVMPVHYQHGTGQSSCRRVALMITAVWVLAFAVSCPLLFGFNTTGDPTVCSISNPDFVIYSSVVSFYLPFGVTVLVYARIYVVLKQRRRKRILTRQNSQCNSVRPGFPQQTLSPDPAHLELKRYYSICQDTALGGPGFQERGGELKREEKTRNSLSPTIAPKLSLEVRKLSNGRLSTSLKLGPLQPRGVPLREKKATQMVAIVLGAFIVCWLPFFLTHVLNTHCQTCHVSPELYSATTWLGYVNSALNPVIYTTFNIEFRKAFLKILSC
#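 Agonist-mode cell screen: cells plated at 1500/well and incubated overnight at 37 °C, then exposed to library compounds for 90 min at 37 °C. Detection reagent was added for 30–60 min at room temperature, and luminescence was read.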
# IL-1B inflam inh: blocks inflammasome-driven IL-1 beta release | THP-1 LPS/ATP IL-1B secretion, AlphaLISA, 16 h; stronger effect = lower value | AID 743279 | activity change, % at 57.5 µM | 4.7% of 360,000 active; in the data active means activity change below about -50%; inconclusive means mostly about -30% to -49%; further: on the % scale 0 is the no-effect control and ±100 the full control effect
#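 Secreted IL-1B measured by AlphaLISA bead assay after 16 h compound exposure of THP-1 cells; compounds (final up to 57.5 uM) added 1 h before LPS (250 ng/mL) and ATP (1.25 mM) stimulation; lower signal means less secretion.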
# KB-3-1 tox: KB-3-1 parental cell cytotoxicity; 1.4% of 400,000 active; Potency, µM (top dose mostly 46.1 µM), inactives show at the highest dose activity change, negative = cytotoxic, most hits filed as cytotoxic; AID 1347075; KB-3-1 viability, CellTiter-Glo ATP luminescence, 72 h; further: potency means the concentration at half of the fitted maximal effect; on the % scale 0 is the no-effect control and ±100 the full control effect; nearly all actives have a fitted effect of over 60% in size
#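 Cytotoxicity measured as CellTiter-Glo luminescence after 72 h at 37 C. Compound titrations were pinned onto drug-naive KB-3-1 parental adenocarcinoma cells grown in DMEM with 10% FBS, and normalized data fitted to concentration-response curves.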
# HT1080 IDH1KD tx: toxicity to HT-1080 IDH1 knockdown cells (counter line); HT-1080 IDH1 knockdown viability, ATP luminescence, 48 h; Potency, µM (highest dose often 46.1 µM), without a hit: top-dose activity, negative = toxicity, hits mostly cytotoxic; 2% of 360,000 active; AID 686971;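 further: potency means the concentration at half of the fitted maximal effect; 0% = DMSO wells and -100% = cell-free medium wells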
#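 IDH1KD HT-1080 cells, 750/well, RPMI + 5% FBS; compound pinned after 2 h settling; 48 h, 37 °C; CellTiter-Glo luminescence; % activity normalised to DMSO and no-cell wells; curves fitted, classed by r2 and efficacy.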
# D3 antag: antagonists of human D3 dopamine receptor. AID 652054. D3R cells, DiscoveRx beta-arrestin luminescence, antagonist mode; stronger effect = lower value. P35462. max response, negative = inhibition, %. 2.5% of 360,000 active; in the data active means max response below about -50%; inconclusive means no clear call, values can overlap the other calls; further: on the % scale 0 is the no-effect control and ±100 the full control effect; mostly tested at two doses, the higher about 12 µM
#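 Cells expressing the human receptor were seeded at 1500 cells/well, incubated overnight at 37 degrees C in 5% CO2, then exposed to library compounds with dopamine controls for 90 minutes at 37 degrees C before luminescent detection.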
# HT1080NT lethal: kills 2HG-producing HT-1080-NT fibrosarcoma cells; HT-1080-NT fibrosarcoma viability, CellTiter-Glo ATP luminescence, 48 h; Potency, µM (titrated, usually from 46.1 µM), inactives show at the highest dose activity, negative = less viability, actives largely listed as cytotoxic; 1.6% of 360,000 active;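 further: NT is the 2HG producing partner of a matched IDH1 knockdown line; potency means the concentration at half of the fitted maximal effect; 0% = DMSO-treated cells and -100% = media-only wells without cells; nearly all actives have a fitted effect of over 55% in size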
#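 Luminescent CellTiter-Glo readout after 48 hours of compound exposure at 37 degrees C defined viability of HT-1080-NT cells. Activity was normalized to DMSO wells and cell-free media wells; concentration-response curves were fitted and assigned curve classes.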
# GLP1R ag: agonists of human GLP-1 receptor; P43220; HEK293 GLP-1R CRE-luciferase, luminescence, 4-6 h; cells express a hypersensitive GLP-1R form; Potency, µM (top dose mostly 45.6 µM), for the others: top-dose activation, hits mostly activators; 0.007% of 380,000 active; further: potency means the concentration at half of the fitted maximal effect; % of control where 0% means no effect
# Target sequence (P43220 whole entry, looked up): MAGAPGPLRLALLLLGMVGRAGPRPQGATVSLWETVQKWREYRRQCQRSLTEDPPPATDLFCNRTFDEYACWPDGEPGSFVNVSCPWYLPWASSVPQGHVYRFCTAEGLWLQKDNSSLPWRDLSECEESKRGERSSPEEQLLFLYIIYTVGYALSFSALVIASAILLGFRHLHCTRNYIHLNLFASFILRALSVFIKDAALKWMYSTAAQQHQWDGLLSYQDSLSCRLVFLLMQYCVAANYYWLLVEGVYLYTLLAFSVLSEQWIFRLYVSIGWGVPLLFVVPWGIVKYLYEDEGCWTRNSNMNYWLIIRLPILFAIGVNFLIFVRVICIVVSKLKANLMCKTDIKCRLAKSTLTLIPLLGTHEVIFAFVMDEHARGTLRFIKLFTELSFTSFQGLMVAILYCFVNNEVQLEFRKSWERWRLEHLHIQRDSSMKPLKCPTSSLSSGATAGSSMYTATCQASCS
# SW480 rereplic: inducers of DNA re-replication in SW480 colon cancer cells | Potency, µM (top dose mostly 46.1 µM), for the others: at the highest dose re-replication activation, hits mostly activators | AID 624297 | 1.8% of 340,000 active | SW480 DNA re-replication, Hoechst DNA content imaging, 48 h; further: potency means the concentration at half of the fitted maximal effect; % of control where 0% means no effect; nearly all actives have a fitted effect of over 55% in size
#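 DNA re-replication was detected as more nuclei of elevated Hoechst intensity after 48 hr exposure to compound (23 nL pinned per well of 250 cells).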
# KB-V1 cytotox: kills drug-selected multidrug resistant KB-V1 cells | 3.4% of 400,000 active | Potency, µM (highest dose often 46.1 µM), for inactives: top-dose activity change, negative = cytotoxicity, most hits filed as cytotoxic | KB-V1 MDR cells viability, CellTiter-Glo, 72 h; further: potency means the concentration at half of the fitted maximal effect; on the % scale 0 is the no-effect control and ±100 the full control effect; nearly all actives have a fitted effect of over 60% in size
#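 KB-V1 cells (P-gp-expressing MDR subline of KB-3-1) in phenol-red-free DMEM with 10% FBS were exposed to library compounds over a concentration series for 72 h at 37 degrees C. Viability read by CellTiter-Glo luminescence; concentration-effect curves fitted after normalization.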
# An asterisk follows results filed as active; ? = inconclusive; . = not tested or not shown; & = joins results of further samples; [ ] = dose if it differs, or a comment. Unless noted, the call rests on the fitted dose curve; in most records, active means well fitted curve in the direction sought with a large enough effect; inconclusive means small, poorly fitted or top-dose-only effect, or another doubt; inactive means no such curve, though single readings can be large; an effect the other way counts as inactive or inconclusive.
SMILES,D3 ag,IL-1B inflam inh,KB-3-1 tox,HT1080 IDH1KD tx,D3 antag,HT1080NT lethal,GLP1R ag,SW480 rereplic,KB-V1 cytotox
COCCCN(Cc1ccco1)C(=O)c1cc2c(s1)-c1ccccc1OC2,6,.,?,.,.,.,19%,.,10µM*
Cn1cnnc1SCC(=O)c1c(N)n(Cc2ccccc2)c(=O)n(C)c1=O,-4,19,11%,?,7,6%,4%,-9%,3%
COc1ccc(NC(=O)CSc2nnc(-c3ccco3)c(-c3ccco3)n2)cc1OC,-6,?,-19%,-20%,-14,-26%,16%,8%,-20%
C=CCOc1ccc(/C=N/NC(=O)CC(=O)NC2CCCCC2)cc1,-10,-7,0%,1%,-8,0%,10%,-4%,-16%
Cc1c(N=CN2CCOCC2)c(=O)n(C)c(=O)n1C,-3,4,12%,21%,-21,14%,-4%,-8%,0%
CC(=C/C(=O)O)/C(=C/c1ccccc1)C(=O)O,4,0,9%,7%,22,0%,-1%,0%,21%
COc1ccccc1NS(=O)(=O)c1cccc(C(=O)NCC(c2ccc(F)cc2)N2CCOCC2)c1 (stereo not given),-2,-5,2%,5%,-14,3%,8%,-1%,?
COc1ccc(N=C2SC(CC(=O)Nc3ccccc3)C(=O)N2Cc2ccccn2)cc1 (stereo not given),-2,-67*,3%,-8%,-4,-27%,19%,?,?
O=c1[nH]c(N/N=C/c2cc3c(cc2[N+](=O)[O-])OCO3)nc2ccccc12,-6,29,6%,-3%,-12,0%,0%,-23%,7%
CCn1c(SCC(=O)NCc2ccco2)nc2c(c1=O)SC(C)C2 (stereo not given),-3,-6,10%,6%,8,4%,1%,2%,-23%
COc1ccc(CCN(C)S(=O)(=O)c2ccc(Cl)nc2)cc1OC,1,5,-2%,-5%,38,1%,19%,1%,?
CC(O)(c1ccc(F)c(F)c1)c1nc(-c2ccc(Cl)cc2)cs1 (stereo not given),-12,0,0%,23µM*,7,?,-3%,.,4%
CCN(CC)S(=O)(=O)c1cc(NC(=O)c2ccccc2OCc2c(C)noc2C)ccc1C,2,-10,-10%,-10%,6,-7%,?,-5%,7.3µM*
COc1ccc(C(=O)O)cc1NC(=S)NC(=O)C(c1ccccc1)c1ccccc1,4,14,.,5%,-7,0%,-2%,-8%,.
CC(C(=O)NC1CCS(=O)(=O)C1)N1C(=O)/C(=C/c2ccc(Cl)cc2)SC1=S (stereo not given),0,-3,1%,-7%,-16,0%,2%,0%,20%
CCOC(=O)[C@]12CCC=C1N(Cc1cccc3ccccc13)C(=O)[C@H](CC(=O)NCCC(C)C)C2,-10,-55*,?,?,-22,?,-3%,.,16µM*
CC(=O)Nc1ccc(Oc2ccc(S(=O)(=O)N3CCCC3)cn2)cc1,1,-11,-14%,0%,-6,1%,-3%,2%,13%
Fc1ccc(CNC(=S)NC2CCCC2)cc1,-7,-142*,?,?,-10,-24%,3%,?,?
COc1ccc(C2NC(=O)C(C#N)=C(S)N2c2cccc(C)c2)cc1OC (stereo not given),4,-12,13%,-1%,1,0%,0%,-2%,8%
CCCN(C(=O)CSc1ncnc2sccc12)c1c(N)n(Cc2ccccc2)c(=O)[nH]c1=O,-1,10,21%,2%,-15,7%,6%,-3%,?
COc1ccc(NC(=O)CC(C)CC(=O)NCc2ccccc2)c(OC)c1 (stereo not given),5,-5,-2%,-1%,4,-3%,-1%,?,-4%
Cc1ccc(C(=O)CSc2nnc3ccccn23)c(C)c1,-2,20,-9%,6%,6,2%,-2%,1%,?
Cc1[nH]c(=O)c(S(=O)(=O)c2ccccc2)c(C)c1Cl,1,7,-18%,0%,1,8%,4%,0%,-2%
Cc1cc(Nc2ccccc2)nn1C(=O)c1ccc(Br)cc1,3,3,-4%,-15%,47,-17%,13%,9%,0%
CC(=O)N=c1sccn1CC(O)c1ccccc1 (stereo not given),0,26,-11%,12%,6,10%,1%,8%,22%
CC(=O)Nc1ccc(N/C(N)=N/c2nc(C)cc(C)n2)cc1,2,-93*,-7%,-19%,-6,-10%,1%,-11%,5%
CC(C)NC(=O)NNC(=O)c1nn(-c2ccc(F)cc2)ccc1=O,11,-2,23%,15%,3,22%,-5%,-10%,22%
O=Cc1c(NCc2ccccc2Cl)c2ccccc2[nH]c1=O,-8,-10,-26%,-1%,6,-12%,9%,10%[9.22 µM],1%
COc1ccc(-n2cnc3ccccc3c2=O)c([N+](=O)[O-])c1,0,3,-2%,5%,9,3%,0%,6%,-6%
COc1cc(CO)ccc1OCc1ccc(Cl)nc1,11,1,-2%,14%,6,18%,-7%,3%,0%
O=C(c1ccccc1)N1CCN(c2ccccc2)CC1,-8,-7,-22%,0%,-9,-5%,9%,2%,-3%
Cc1c(CCOC(=O)CC23CC4CC(CC(C4)C2)C3)sc[n+]1Cc1ccccc1,0,?,?,?,?,?,0%,2%,?
COCCn1c(SCc2cccc([N+](=O)[O-])c2)nc2ccccc2c1=O,-1,?,-11%,?,17,-27%,25%,-7%,12µM*
Cc1ccc(/C=N/NC(=O)c2ccoc2C)s1,-6,-29,-9%,?,-22,?,-1%,-1%,6%
CCCC(C)C(=O)Nc1nc(C)c(-c2csc(Nc3ccccc3OC)n2)s1 (stereo not given),6,3,-31%,0%,-1,2%,-5%,7%,-4%
NC(=O)CC(NC(=O)Cc1cccc2ccccc12)c1ccc(NCCc2ccc(F)cc2)c([N+](=O)[O-])c1 (stereo not given),-19,7,2%,2%,?,10%,9%,-3%,4%
O=C(Nc1ccc2c(c1)CCC2)c1ccccc1,-24,-2,-7%,-10%,-10,-6%,-7%,0%,?
Cc1ccc(NS(=O)(=O)c2ccc3c(c2)CC(=O)N3)cc1F,1,6,-1%,0%,-16,3%,0%,-1%,-26%
C/C(N)=C(/C#N)C(=O)CSc1nnc(Nc2cccc(C)c2C)s1,18&-3,-7&12,-6%&16%,-5%&-2%,-12&26,-3%&-1%,15%&0%,-2%&0%,1%&-1%
CC(=O)Nc1ccc(-c2sc(Nc3cccc4ccccc34)n[n+]2-c2ccccc2)cc1,-11,-6,2%,-5%,-19,-5%,-3%,-17%,11%
Cc1nnc(N2C(=O)C(=O)/C(=C(/O)c3ccc4c(c3)CC(C)O4)C2c2ccccc2F)s1 (stereo not given),-1,-7,1%,13%,-14,12%,2%,-12%,-6%
O=C(CN1C(=O)CSc2ccc(S(=O)(=O)N3CCCC3)cc21)NCc1ccc(F)cc1Cl,4,.,-4%,.,.,.,-3%,.,2%
COc1ccc(C(=O)N=c2sc3c(C)ccc(OC)c3n2C)cc1OC,16,-27,?,9%,117,9%,21%,-2%,18µM*
C[C@H](CO)N1C[C@H](C)[C@H](CN(C)S(=O)(=O)c2ccccc2C#N)OCc2cnnn2CCCC1=O,5,25,-3%,5%,25,2%,5%,.,9%
Cc1nn(C(C)(C)C)c(C)c1/C=N/OC(=O)Nc1ccc(Cl)cc1,-9,-94*,0%,-4%,-18,-19%,-9%,6%,-4%
O=C(NC(=S)NCCN1CCOCC1)c1ccccc1Cl,0,13,-5%,1%,-2,-3%,14%,-2%,3%
O=S(=O)(N1CCCCC1)N1CCN(c2cc(Cl)ccc2Cl)CC1,-7,?,9%,-4%,4,-4%,11%,-3%,?
Cc1ccccc1NC(=S)Nc1cccc2cnccc12,6,27,0%,-26%,-2,-18%,0%,0%,?

# A stretch from further up:
SMILES,D3 ag,IL-1B inflam inh,KB-3-1 tox,HT1080 IDH1KD tx,D3 antag,HT1080NT lethal,GLP1R ag,SW480 rereplic,KB-V1 cytotox
C/C(N)=C(/C#N)C(=O)CSc1nnc(Nc2cccc(C)c2C)s1,18&-3,-7&12,-6%&16%,-5%&-2%,-12&26,-3%&-1%,15%&0%,-2%&0%,1%&-1%
CC(=O)Nc1ccc(-c2sc(Nc3cccc4ccccc34)n[n+]2-c2ccccc2)cc1,-11,-6,2%,-5%,-19,-5%,-3%,-17%,11%
Cc1nnc(N2C(=O)C(=O)/C(=C(/O)c3ccc4c(c3)CC(C)O4)C2c2ccccc2F)s1 (stereo not given),-1,-7,1%,13%,-14,12%,2%,-12%,-6%
O=C(CN1C(=O)CSc2ccc(S(=O)(=O)N3CCCC3)cc21)NCc1ccc(F)cc1Cl,4,.,-4%,.,.,.,-3%,.,2%

# (listing goes on)
SMILES,D3 ag,IL-1B inflam inh,KB-3-1 tox,HT1080 IDH1KD tx,D3 antag,HT1080NT lethal,GLP1R ag,SW480 rereplic,KB-V1 cytotox
COc1ccccc1C(=O)Nc1ccnn1C1CCN(Cc2ccccc2OCCO)CC1,-27,-21,.,6%,10,0%,-3%,15%,.
CC(C)(CNC(=O)c1ccc(Br)o1)N1CCOCC1,-2,-14,2%,8%,-9,-8%,-6%,4%,5%
C=CCNC(=O)c1ccccc1NC(=O)c1ccccc1N(C)S(C)(=O)=O,-2,12,16%,10%,7,17%,12%,-12%,12%
COc1ccccc1-c1nnc(N(C)C(=O)C2CCCO2)s1 (stereo not given),-3,14,13%,13%,14,24%,-1%,2%,-2%
CC1CCN(CCCNC(=O)c2cc3c(=O)n(C)c4ccccc4c3n2C)CC1,-16,-66*,-1%,-9%,-83*,-18%,-4%,-3%,6%
FC(F)(F)c1ccccc1NC(=S)N1CCN(Cc2ccc3c(c2)OCO3)CC1,-12,0,0%,-1%,14,?,1%,-13%,11%
CC(=O)c1cccc(CN2CCC(CO)(CCCc3ccccc3)CC2)c1,-14,-18,1%,0%,-17,3%,-8%,-3%,?
CCC(C)NC(=O)c1ccc2c(Cl)c3c(nc2c1)CCC3 (stereo not given),5,?,-5%,13%,12,15%,7%,-4%,-10%
CC(=O)c1cccc(NC(=S)N2c3ccccc3CC2C)c1 (stereo not given),0,47,10%,2%,-8,9%,0%,-9%,-4%
CCOc1cccc2c1OC1(C)CC2NC(=O)N1c1ccc(OC)cc1 (stereo not given),0,11,2%,19%,11,?,-12%,6%,-6%
CC1CCCCC1NC(=O)COc1ccc(C#N)cc1 (stereo not given),4,-11,-9%,2%,?,0%,-1%,13%,-2%

# High-throughput results (PubChem)
